Assay outcomes from PubChem.
GRK2 inh: compounds blocking aptamer binding on GRK2 – biochemical, human GRK2, bead flow cytometry, HTS, primary screen. Beta-adrenergic receptor kinase 1 (Homo sapiens), P25098. FAM-aptamer displacement from GRK2. inhibition of aptamer binding, % at 10 µM. 330,000 compounds, 0.59% hits;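 active means inhibition of aptamer binding above 40%, roughly 3 SD of noise, on plates passing a quality check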;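 further: median bead fluorescence of bound FAM aptamer so fluorescent compounds give negative values; no value below 0 was filed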
VLA-4 inh: inhibition in human VLA-4 binding assay, primary screen, VLA-4 allosteric modulator project, MLPCN library, flow cytometry, VLA-4 expressing cells | inhibition, % (about 7 µM as worked out from the volumes in the protocol) | AID 2557, 2010 | 330,000 compounds, 0.2% hits | ligand binding flow cytometry; in the data active means inhibition above about 50%
AGP1-GFP MLPCN: modulators of AGP1-GFP expression in yeast TOR pathway, primary screen, cell-based, multiplex flow cytometry, S. cerevisiae, MLPCN library; 3 h; GFP as percent of DMSO wells; GFP response vs DMSO, % at 10 µM; 320,000 compounds, 0.02% hits; AID 2066, 2009;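 active means GFP response relative to DMSO above a set limit, near screen average plus 3 SD, cut at about 150% in these data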;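 further: median GFP channel fluorescence of the gated AGP1 strain per well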
CIT2 TOR yeast: modulators of CIT2-GFP expression in yeast, primary screen, S. cerevisiae, GFP fusion, multiplex flow cytometry, MLPCN library | 320,000 compounds, 0.065% hits | GFP response vs DMSO, % at 10 µM | S. cerevisiae CIT2-GFP strain, 3 h; 100 means same as DMSO wells | AID 2029, 2009;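 active means GFP response relative to DMSO above a set limit, near the screen mean plus 3 SD, cut at about 150% in these data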;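 further: ratio of well median GFP fluorescence to mean of DMSO wells on the plate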
Bcl-xL primary: inhibitors of human Bcl-xL, primary screen, biochemical, fluorescence polarization, HTS | Bcl-2-like protein 1 (Homo sapiens), Q07817 | GST-Bcl-xL / FITC-Bim BH3 peptide fluorescence polarization | AID 2129, 2009 | 320,000 compounds, 0.7% hits | inhibition, % at 10.9 µM;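 active means inhibition above the mean of all tested compounds plus 3 SD, cutoff set per campaign, cut at about 30% in these data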;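 further: 0% = DMSO wells and 100% = unlabeled Bim-BH3 peptide competitor; inhibitors lower millipolarization by displacing the labeled peptide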
Target sequence (Q07817 whole entry, looked up): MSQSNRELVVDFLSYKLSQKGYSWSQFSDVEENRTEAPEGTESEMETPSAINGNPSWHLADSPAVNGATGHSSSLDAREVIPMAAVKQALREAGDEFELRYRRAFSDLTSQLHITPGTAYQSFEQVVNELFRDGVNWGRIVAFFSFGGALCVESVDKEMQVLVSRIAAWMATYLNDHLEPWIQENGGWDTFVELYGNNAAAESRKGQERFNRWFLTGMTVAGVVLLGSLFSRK
CR mimetic SO: reduction of superoxide in aged yeast, primary screen, HTS; 330,000 compounds, 0.18% hits; S. cerevisiae aged cells, superoxide DHE fluorescence; active compounds read low; superoxide response (% of plate mean), % at 10 µM;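 active means superoxide response under a set limit, about three screen SD below normal, cut at about 65% in these data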;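 further: yeast aged for seven days with compound at 30 °C before DHE staining; 100% = average MFI of all compound-treated wells on the plate with controls excluded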
GLD-1 RNA inh: GLD-1/TGE RNA complex disruptors, primary screen, biochemical, fluorescence polarization; Female germline-specific tumor suppressor gld-1 (Caenorhabditis elegans), Q17339; inhibition, % at 5.96 µM; purified GLD-1 + fluorescein TGE RNA; 320,000 compounds, 0.44% hits;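 active means percent inhibition above a per-plate cutoff, the plate mean of test compounds plus 3 SD, cut at about 30% in these data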;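 further: 0% = DMSO wells with GLD-1 and probe and 100% = wells lacking GLD-1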
MCL1-BIM inh: inhibitors of MCL1 binding to BIM-BH3, primary screen, biochemical, fluorescence polarization | GST-MCL1 / FITC-Bim-BH3 fluorescence polarization | inhibition, % at 10.9 µM | 320,000 compounds, 0.68% hits;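 active means inhibition above the mean inhibition of all tested compounds plus 3 SD, set per campaign, cut at about 40% in these data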;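 further: 0% = DMSO wells and 100% = unlabeled Bim-BH3 peptide control; higher means more loss of mP so more displacement of Bim peptide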
Target sequence (Q07820 whole entry, looked up): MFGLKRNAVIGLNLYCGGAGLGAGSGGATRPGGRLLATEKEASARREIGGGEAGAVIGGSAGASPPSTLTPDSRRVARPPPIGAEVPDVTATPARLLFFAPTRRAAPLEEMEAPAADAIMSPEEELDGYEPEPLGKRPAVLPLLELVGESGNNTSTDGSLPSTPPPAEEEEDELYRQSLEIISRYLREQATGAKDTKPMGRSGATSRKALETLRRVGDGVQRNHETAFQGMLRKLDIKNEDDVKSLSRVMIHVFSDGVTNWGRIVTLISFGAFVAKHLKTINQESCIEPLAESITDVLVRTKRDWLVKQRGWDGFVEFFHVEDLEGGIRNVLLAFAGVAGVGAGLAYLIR
MEX-5 binding: MEX-5 zinc finger RNA-binding disruptors – biochemical, C. elegans, fluorescence polarization, MLPCN library, primary screen | Zinc finger protein mex-5 (Caenorhabditis elegans), Q9XUB2 | MEX-5/FITC-TCR2 RNA binding; active compounds read low | activity score (negative = inhibition of binding), % at 10 µM | 300,000 compounds, 0.38% hits;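 active means inhibition past about -25% in most replicates, and total fluorescence under double the plate's negative control median, limit read from the data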;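 further: 0% = DMSO and -100% = 5 µM competing unlabeled TCR2 RNA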
Target sequence (Q9XUB2 whole entry, looked up): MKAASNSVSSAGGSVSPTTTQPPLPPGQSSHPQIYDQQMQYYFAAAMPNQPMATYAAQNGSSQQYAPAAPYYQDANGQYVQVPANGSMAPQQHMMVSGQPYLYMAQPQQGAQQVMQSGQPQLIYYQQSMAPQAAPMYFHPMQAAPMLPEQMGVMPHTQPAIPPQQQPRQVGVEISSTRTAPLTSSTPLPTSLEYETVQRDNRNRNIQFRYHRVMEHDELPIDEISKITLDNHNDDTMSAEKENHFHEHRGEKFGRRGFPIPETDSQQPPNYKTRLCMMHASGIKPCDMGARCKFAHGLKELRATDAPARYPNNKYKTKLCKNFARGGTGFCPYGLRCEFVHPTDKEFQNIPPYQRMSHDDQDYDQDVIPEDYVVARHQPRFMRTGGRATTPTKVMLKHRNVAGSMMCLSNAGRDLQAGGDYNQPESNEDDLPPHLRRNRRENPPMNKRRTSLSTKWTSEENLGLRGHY
* hit, by the source's call; . = not tested or not shown.

SMILES | GRK2 inh | VLA-4 inh | AGP1-GFP MLPCN | CIT2 TOR yeast | Bcl-xL primary | CR mimetic SO | GLD-1 RNA inh | MCL1-BIM inh | MEX-5 binding
CC(C(=O)Nc1cccc(S(=O)(=O)N2CCOCC2)c1)N1CCN(c2ccc(F)cc2)CC1 (stereo not given) | 2 | 0 | 104 | 107 | 4 | 90 | 1 | 9 | 0.7
COc1ccc(-n2nc(C(=O)Nc3ccc4c(c3)OCO4)c3ccccc3c2=O)c(OC)c1 | 2 | 12 | 109 | 108 | 3 | 115 | -3 | -4 | .
CCOc1cccc2sc(N(CCN(CC)CC)C(=O)c3cccc([N+](=O)[O-])c3)nc12 | 0 | -3 | 100 | 104 | 2 | 103 | 8 | 1 | -2.8
O=C(COc1ccc(C(=S)N2CCC(Cc3ccccc3)CC2)cc1)N1CCOCC1 | 0 | -2 | 83 | 89 | 2 | 105 | 5 | 9 | 2.0
C/C(=N\O)C(=O)C(CN1CCCCC1)CN1CCCCC1 | 0 | 18 | 89 | 104 | 5 | 108 | 5 | 7 | 0.7
NC(=Nc1ccccc1)Nc1ccccc1 | 3 | -3 | 100 | 100 | 6 | 93 | -3 | 3 | -1.0
Cc1ccc(-c2nnn(CC(=O)N3CCCCC3)n2)c(-n2cnnn2)c1 | 4 | 14 | 89 | 88 | 1 | 79 | 3 | -2 | -0.7
COc1cccc(CNCC(O)COc2ccc(C(=O)c3ccccc3)cc2)c1 (stereo not given) | 0 | -17 | 106 | 107 | 6 | 97 | -4 | 2 | 0.2
CN(C)c1nc2ccccc2n(C)c1=O | 0 | 7 | 102 | 102 | 4 | 100 | 0 | 5 | 2.3
COCCN(C(=O)COC(=O)CCc1ccc(OC)cc1)c1c(N)n(Cc2ccccc2)c(=O)[nH]c1=O | 1 | -1 | 106 | 105 | -8 | 102 | 2 | -10 | -0.9
Cc1ccc(C)c(NC(=O)c2cc(-c3cc(C)cc(C)c3O)n[nH]2)c1 | 0 | 7 | 99 | 90 | 3 | 91 | 2 | 2 | -0.6
O=C(c1cnn2cccnc12)N1CCN(Cc2ccc3c(c2)OCO3)CC1 | 5 | 13 | 99 | 91 | 2 | 91 | -5 | -3 | 1.6
NC(=O)CC(NC(=O)Cc1cccc2ccccc12)c1ccc(NC2CCN(Cc3ccccc3)CC2)c([N+](=O)[O-])c1 (stereo not given) | 0 | 2 | 89 | 93 | -12 | 95 | -27 | -30 | 0.6
Cc1noc(C)c1COC(=O)c1cc(F)c(F)cc1Cl | 0 | -4 | 105 | 96 | 4 | 105 | 7 | 4 | 2.2
Cc1ccc(CC(SCc2ccccc2)C(=O)O)cc1C (stereo not given) | 0 | 11 | 97 | 89 | 0 | 111 | -4 | 2 | 2.2
COc1ccc(-c2nsc(SCC(=O)NCc3ccc4c(c3)OCO4)n2)cc1 | 1 | 9 | 92 | 86 | -3 | 97 | 5 | -8 | -1.0
CSc1ccc(CN(C)Cc2nc3ccccc3c(=O)[nH]2)cc1 | 0 | 6 | 104 | 99 | 4 | 94 | 5 | 3 | 0.2
C=CCn1c(SCc2nc3sc(C(=O)O)c(C)c3c(=O)[nH]2)nnc1-c1ccc(F)cc1 | 1 | 7 | 102 | 101 | 5 | 91 | 4 | 0 | 2.9
CC(C(=O)c1ccc(Br)cc1)[n+]1cccc(NC(=O)c2ccccc2)c1 (stereo not given) | 0 | -4 | 93 | 106 | -1 | 90 | 3 | -4 | 2.6
Cc1ccccc1COc1ccc(-c2nnn(CC(=O)O)n2)cc1 | 0 | 2 | 98 | 102 | . | 96 | . | . | -1.6
CCN(CC)CCCn1c2c(c(SCC(=O)N3CCc4ccccc43)nc1=O)CCC2 | 0 | 6 | 101 | 101 | 6 | 106 | 4 | 1 | -1.9
COc1ccccc1NS(=O)(=O)c1ccc(-c2cnc(C3CC3)o2)cc1 | 6 | 10 | 103 | 94 | 2 | 97 | 0 | 6 | 1.0
O=C(Oc1ccc(Cl)cc1)N1CCOCC1 | 0 | -3 | 99 | 112 | -7 | 113 | 3 | -10 | 0.6
COc1ccc(NC(=O)C(Sc2ccccc2)c2ccccc2)c(OC)c1 (stereo not given) | 4 | -240 | 110 | 112 | 3 | 80 | 6 | 1 | 1.0
COc1ccc(CCNC(=O)CSc2nc3ncccc3[nH]2)c(OC)c1 | 0 | 8 | 101 | 106 | 1 | 115 | -1 | 1 | -1.9

Carrying on:
SMILES | GRK2 inh | VLA-4 inh | AGP1-GFP MLPCN | CIT2 TOR yeast | Bcl-xL primary | CR mimetic SO | GLD-1 RNA inh | MCL1-BIM inh | MEX-5 binding
CCN(CC)S(=O)(=O)c1ccc(N2CCCC2)c(NC(=O)c2ccccc2OC)c1 | 0 | -6 | 99 | 104 | 3 | 101 | 4 | 7 | 0.4
N#C/C(=C(/O)CSc1ccccc1C(=O)O)c1nc2ccccc2s1 | 2 | -22 | 105 | . | 12 | 98 | 2 | 15 | -0.8
CCOC(=O)C(C)/C(C)=N/NC(N)=S (stereo not given) | 0 | 6 | 107 | 105 | -1 | 99 | -1 | 2 | -3.1
CC(=O)Nc1nc(-c2ccccc2)nc(-c2ccccc2OC(C)=O)n1 | 3 | 11 | 86 | . | 5 | 107 | 0 | 0 | 1.6
O=C(Cn1[nH]c(=O)c2ccccc2c1=O)Nc1cccnc1 | 0 | 8 | 102 | 107 | 9 | 85 | 4 | 5 | 2.4
CN(C)c1ccc(C2N(c3ccc(F)cc3)C(=O)C3CCCN32)cc1 (stereo not given) | 0 | 12 | 108 | 98 | -1 | 101 | -3 | -2 | 2.1
Cc1cc(C)c2nc(SCC(=O)N(C)C3CCS(=O)(=O)C3)cc(C)c2c1 (stereo not given) | 5 | -3 | 105 | 107 | 5 | 93 | -3 | 4 | 4.2
Cc1cc(C)cc(NC(=O)CSc2ccc(-c3cccs3)nn2)c1 | 0 | -18 | 94 | 90 | 2 | 93 | 0 | 5 | -0.6
COC(=O)c1[nH]c2ccccc2c1NC(=O)CNC1CCCCC1 | 6 | -4 | 94 | 104 | 0 | 96 | 8 | -5 | -1.9
CCN(CC)CCCN1C(=O)CSC1c1ccc([N+](=O)[O-])cc1 (stereo not given) | 0 | -4 | 94 | 101 | 6 | 92 | 8 | 9 | -0.1
Cc1ccc(C(C(=O)NC2CCCCC2)N2CCN(C(=O)c3ccco3)CC2)cc1 (stereo not given) | 0 | 13 | 95 | 89 | 3 | 91 | 2 | 10 | -0.3
Cc1cccc(NS(=O)(=O)c2cc3c4c(c2)CCC(=O)N4CCC3)c1 | 0 | 0 | 109 | 82 | 6 | 115 | 2 | 0 | 2.1
OCCNc1nc2ccccc2n1CC(O)c1ccccc1 (stereo not given) | 3 | 11 | 99 | 104 | 4 | 103 | 0 | 6 | -0.4
Cc1ccccc1NC(=O)NC1(C(=O)NCC2CCCO2)CCCCC1 (stereo not given) | 0 | 8 | 105 | 102 | 1 | 103 | 5 | -3 | 3.6
O=S(=O)(Nc1nc(SCc2ccc(Cl)cc2)n[nH]1)c1ccc(F)cc1 | 0 | -1 | 106 | 94 | 4 | 100 | 10 | 6 | 0.3
Cc1ccc(C(=O)NNC(=O)c2ccncc2)cc1C | 3 | -3 | 99 | 100 | 8 | 100 | 7 | 18 | -0.9
O=C(Nc1cccc2ccccc12)NC1CCS(=O)(=O)C1 (stereo not given) | 0 | -2 | 101 | 106 | 2 | 77 | -7 | 8 | 0.4
Cc1ccc(C(=O)N2CCC(n3nccc3NC(=O)Nc3cccc(F)c3)CC2)cn1 | 0 | -112 | 108 | 101 | 5 | 111 | 5 | 8 | -2.1
O=C1Nc2ccc(Br)cc2C12OCCO2 | 0 | -3 | 103 | 95 | 6 | 112 | 4 | 7 | 3.5
COCCn1cc(C(=O)NCCCOC(C)C)c2c3ccccc3n(C)c2c1=O | 0 | 27 | 104 | 98 | 6 | 104 | 5 | 3 | 2.3
CC(C)N(Cc1ccccc1)C(=O)C1CCN(c2ncnc3c2nc2n3CCCCC2)CC1 | 1 | 5 | 103 | 100 | 7 | 85 | -4 | -1 | 0.6
COC(=O)/C=C1\C(=O)N(c2nc3ccccc3s2)C(=S)N1c1ccc(F)cc1 | 0 | 31 | 99 | 96 | -4 | 111 | 2 | -1 | -30*
Cc1ccc(C)c(CS(=O)(=O)c2cn(CC(=O)N3CCCCC3)c3ccccc23)c1 | 0 | -3 | 104 | 104 | -4 | 93 | 5 | -3 | -0.1
Cc1cc(C)cc(NC(=O)Cn2nnc(C(=O)NCc3ccc4c(c3)OCO4)c2N)c1 | 0 | -4 | 106 | 105 | -10 | 99 | 4 | -16 | 0.3
COc1ccc(CCCNC(=O)C2CCC(=O)N(CC3CCCCC3)C2)cc1 (stereo not given) | 2 | 28 | 101 | 96 | 6 | 104 | 2 | -6 | -2.0

Some of these compounds in order of formula weight, highest first.
SMILES | GRK2 inh | VLA-4 inh | AGP1-GFP MLPCN | CIT2 TOR yeast | Bcl-xL primary | CR mimetic SO | GLD-1 RNA inh | MCL1-BIM inh | MEX-5 binding
CC(C)N(Cc1ccccc1)C(=O)C1CCN(c2ncnc3c2nc2n3CCCCC2)CC1 | 1 | 5 | 103 | 100 | 7 | 85 | -4 | -1 | 0.6
Cc1cc(C)cc(NC(=O)CSc2ccc(-c3cccs3)nn2)c1 | 0 | -18 | 94 | 90 | 2 | 93 | 0 | 5 | -0.6
OCCNc1nc2ccccc2n1CC(O)c1ccccc1 (stereo not given) | 3 | 11 | 99 | 104 | 4 | 103 | 0 | 6 | -0.4

More structures:
SMILES | GRK2 inh | VLA-4 inh | AGP1-GFP MLPCN | CIT2 TOR yeast | Bcl-xL primary | CR mimetic SO | GLD-1 RNA inh | MCL1-BIM inh | MEX-5 binding
C=CCN1C(=O)C2C(C(=O)NC3CCCCC3)C3C=CC2(O3)C1C(=O)NC1CCCC1 (stereo not given) | 0 | 34 | 104 | 100 | 7 | 83 | 1 | 4 | -0.6
COc1ccc(NC(=O)CO/N=C(\C)c2cccs2)cc1 | 4 | 18 | 99 | 97 | 7 | 104 | 5 | 6 | -0.6
CCCC(=O)Nc1nnc(SCC(=O)NCc2ccco2)s1 | 4 | 0 | 93 | 92 | 2 | 94 | 2 | 5 | -2.2
C#CCOc1ccc(/C=C2/C(=O)ON=C2C)cc1Br | 0 | 9 | 84 | 103 | 1 | 110 | 0 | 3 | -5.0
CCC(/C=N/NC(=O)C(N)=O)CC | 0 | 9 | 96 | 99 | 4 | 95 | 1 | 10 | 2.8
Cc1ccc2cc(C(c3nnnn3C(C)(C)C)N3CCCCCC3)c(=O)[nH]c2c1 (stereo not given) | 0 | 10 | 95 | 88 | 10 | 95 | 3 | 15 | -1.3
CC(C)OCCCNC(=O)CCc1nc(-c2ccccc2)no1 | 0 | 6 | 109 | 112 | 3 | 111 | 0 | 8 | 0.2
O=c1[nH]c(N/N=C/c2ccc(O)cc2)nc2ccccc12 | 0 | 0 | 101 | 102 | 0 | 102 | 10 | 1 | -2.1
Cc1cccc(C)c1NC(=O)CN(C)C(=O)CCC(=O)c1ccccc1 | 1 | 5 | 103 | 102 | 8 | 107 | 2 | 7 | .
